# GSK3beta inhib: human GSK3beta kinase inhibitors, primary screen, biochemical, cell-free homogeneous, HTS; AID 2097, 2009; Glycogen synthase kinase-3 beta (Homo sapiens), P49841; GST-GSK3beta kinase, ADP-Glo luminescence, 60 min; active compounds read low; 300,000 compounds, 0.038% hits; activity score (negative = inhibition), % at 10 µM;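 active = more than half of replicate wells score below -50%, meaning over 50% inhibition versus plate controls; inconclusive = some replicates but at most half score below -50%; inactive = no replicate scores below -50%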;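 also: 0% = median DMSO wells and -100% = median GW8510 positive control wells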
# Target sequence (P49841 whole entry, looked up): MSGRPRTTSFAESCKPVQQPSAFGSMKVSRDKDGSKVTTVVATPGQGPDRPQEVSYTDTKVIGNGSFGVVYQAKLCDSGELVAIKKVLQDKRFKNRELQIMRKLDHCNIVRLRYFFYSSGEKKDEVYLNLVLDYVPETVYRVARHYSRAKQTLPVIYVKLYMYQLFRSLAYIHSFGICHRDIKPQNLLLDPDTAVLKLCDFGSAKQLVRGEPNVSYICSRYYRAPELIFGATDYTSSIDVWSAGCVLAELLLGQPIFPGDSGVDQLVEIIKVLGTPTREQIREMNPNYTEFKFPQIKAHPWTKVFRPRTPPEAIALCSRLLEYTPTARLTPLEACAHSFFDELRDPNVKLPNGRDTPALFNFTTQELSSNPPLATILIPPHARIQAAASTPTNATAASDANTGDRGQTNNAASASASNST
#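 Assay system: GST-tagged human GSK3beta kinase, cell-free; Input: 1.6 ng GSK3beta; Medium: Tris/MgCl2 kinase buffer; Timing: 60 min enzyme reaction, room temperature; Signal: ADP-Glo luminescence quantifying ADP generated by kinase; Evaluation: score relative to plate controls; Benchmarks: DMSO neutral wells and GW8510 at 20 µM as positive.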
# HDAC3 inhib: HDAC3 deacetylase inhibitors, primary screen, biochemical, fluorescence, cell-free homogeneous; inhibition, % at 8.3 µM; Histone deacetylase 3 (Homo sapiens), O15379; AID 2718, 2010; recombinant HDAC3, fluorogenic peptide/trypsin coupled; 320,000 compounds, 0.15% hits; in the data active = inhibition above about 26%, passing the limit was not always enough; inconclusive = no clear call, values can overlap the other calls
# HSF1 inh: HSF1 inhibitors in luciferase reporter cells, primary screen, cell-based, NIH3T3, luminescence. AID 2098, 2009. 300,000 compounds, 0.77% hits. activity change, negative = inhibition, % at 7.5 µM (by protocol). NIH3T3-HGL HSE-luciferase, MG132-induced, luminescence 8 h; active compounds read low;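 active = more than half of replicate wells show activity change below -50%, luminescence cut by over half; inconclusive = some wells, but at most half, below -50%; inactive = no replicate well below -50%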;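 also: luciferase reports HSF-1 transcriptional activity via heat shock element; 0% = median of DMSO wells and -100% = zero luminescence signal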
# PolyA inh: polyadenylation inhibitors in yeast reporter cells, primary screen, luminescence, S. cerevisiae. S. cerevisiae SKY197-pL101 polyadenylation reporter, beta-gal luminescence; efflux-impaired pdr1/pdr3 knockout yeast; score 100 = 6 SD above DMSO. calls only at 12 µM. 300,000 compounds, 0.02% hits;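 active = lowest replicate activity score at least 50, where 100 means six control SD above control mean; inconclusive = lowest score under 50 but half or more replicates reach 50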;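 also: yeast exposed to compound for 9 h at 30 °C; higher score means more reporter readthrough which indicates perturbed polyadenylation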
# Platelet DG rel: inhibitors of platelet dense granule secretion, primary screen, cell-based, MLPCN, human platelets; human platelet-rich plasma, SFLLRN dense granule ATP release, luminescence; inhibition, %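 (compounds screened at 7.5 µM in platelet-rich plasma)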; 300,000 compounds, 0.22% hits;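 active = mean replicate score, as percent of positive control, at or above 50; inconclusive = mean below 50 but at least one replicate at or above 50; inactive = mean and every replicate below 50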
# HSF1 activator: HSF-1 activators, primary screen, NIH3T3-HGL cells, MG132 stress, luminescence, single point; NIH3T3-HGL HSF-1 luciferase reporter, 8 h; 100% = twice DMSO control signal; activation, % at 9 µM; 300,000 compounds, 1.7% hits;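 active = mean replicate activation of at least 50% with a set share of replicates each reaching 50%; inconclusive = only one of those two conditions met; inactive = mean below 50% and too few replicates reaching it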;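 also: 0% = median of the neutral control wells and 100% = twice that signal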
# GSK3A inh: blockers of GSK3A enzyme activity – biochemical, luminescence, cell-free homogeneous, HTS, primary screen; Glycogen synthase kinase-3 alpha (Homo sapiens), P49840; GSK-3 alpha kinase, ADP-Glo luminescence, 60 min; inhibition, % at 10 µM; 320,000 compounds, 0.1% hits;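 in the data active = inhibition above about 50%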;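 also: GST-tagged GSK-3 alpha with peptide substrate and 25 µM ATP; 0% = DMSO neutral wells and 100% = GW8510 positive control wells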
# Target sequence (P49840 whole entry, looked up): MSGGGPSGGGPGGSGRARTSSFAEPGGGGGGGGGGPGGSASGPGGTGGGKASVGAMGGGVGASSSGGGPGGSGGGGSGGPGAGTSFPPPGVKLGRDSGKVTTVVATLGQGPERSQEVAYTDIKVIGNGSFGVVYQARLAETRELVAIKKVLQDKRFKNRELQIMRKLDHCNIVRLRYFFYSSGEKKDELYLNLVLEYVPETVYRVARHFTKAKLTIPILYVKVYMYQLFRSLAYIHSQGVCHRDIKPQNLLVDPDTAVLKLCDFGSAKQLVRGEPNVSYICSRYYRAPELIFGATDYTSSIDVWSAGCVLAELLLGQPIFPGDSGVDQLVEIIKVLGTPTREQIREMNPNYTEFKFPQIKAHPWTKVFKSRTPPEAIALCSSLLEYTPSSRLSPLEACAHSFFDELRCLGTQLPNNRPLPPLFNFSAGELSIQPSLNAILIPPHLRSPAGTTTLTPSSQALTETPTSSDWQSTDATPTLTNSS
# DYRK1A inh: rat Dyrk1A kinase inhibitors, primary screen, biochemical, single point, plate reader. Dual specificity tyrosine-phosphorylation-regulated kinase 1A (Rattus norvegicus), Q63470. ADP-Glo luminescence, NFATc1 peptide. inhibition, % at 12.5 µM. 310,000 compounds, 0.43% hits. AID 504441, 2011; in the data active = inhibition above about 50%;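 also: plate controls were vehicle with enzyme for no effect and no enzyme for full effect; many of its hits are not listed in these tables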
# HSP90 refold inh: HSP90 inhibitors, primary screen, cell lysate, luminescence; Rabbit reticulocyte lysate, luciferase refolding luminescence, 3 h; inhibition, % at 5.6 µM; 290,000 compounds, 0.91% hits; AID 1789, 2009;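 active = inhibition above the screen-wide mean plus 3 SD, computed separately per campaign, cut at about 16% in these data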;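 also: 0% = DMSO wells and 100% = 60 µM geldanamycin wells; inhibitors lower the luminescence because luciferase stays unfolded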
# AI-2 QS modul: Vibrio harveyi AI-2 quorum sensing modulators, primary screen, JMH597 strain, luminescence/OD600 ratio. Vibrio harveyi JMH597 AI-2 luminescence/OD600 ratio, 9 h; active compounds read low; strain lacks LuxN and CqsS sensors; 0 = neutral-control median. activity change, % at 7.5 µM. 300,000 compounds, 0.4% hits. AID 2094, 2009; in the data active = activity change below about -75%, passing the limit was not always enough; inconclusive = no clear call, values can overlap the other calls;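 also: luminescence divided by OD600 gain over 9 h not by final OD600 alone; inactives centre near 13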
# Active calls of the source: *; i = inactive; ? = inconclusive; . = not tested or not shown. Not all compounds are listed (hit frequency here may not be typical).
molecule	GSK3beta inhib	HDAC3 inhib	HSF1 inh	PolyA inh	Platelet DG rel	HSF1 activator	GSK3A inh	DYRK1A inh	HSP90 refold inh	AI-2 QS modul
O=C(COc1coc(CN2CCc3ccccc32)cc1=O)Nc1ccc([N+](=O)[O-])cc1	3	-1	-1	i	6	-16	1	-3	.	16
CC1CCN(c2ccc(C(=O)O)cc2N)CC1	2	4	1	i	-2	24	-1	-2	2	55
CCc1cccc(CC)c1N(COC)C(=O)Cn1nnc2ccccc21	-3	3	-4	i	0	-13	2	4	-1	-3
CCOC(=O)c1c(CN2CCN(C)CC2)n(C)c2cc(Br)c(OC)cc12	-25	2	-1	i	20	4	17	4	2	8
O=C(NCc1ccccc1Cl)/C(=C\c1cccnc1)NC(=O)c1ccccc1	-1	-3	-8	i	-20	-2	-1	-3	6	-3
O=C(CSc1ncn[nH]1)N/N=C/c1ccc(C(F)(F)F)cc1	-2	2	3	i	-3	-13	-2	1	-6	26
CC(=O)C(C(C)=O)C(NC(=O)c1cccnc1)(C(F)(F)F)C(F)(F)F	4	-2	-11	i	5	-16	-1	-8	-3	-5
Cc1nc2n[nH]c(N)c2c2c1COC(C)(C)C2	-4	-1	-3	i	-13	5	2	8	1	13
CCOc1ccc(N(CC(=O)NC(C)CC)S(C)(=O)=O)cc1 (centres undefined)	1	-5	-7	i	-3	-3	-1	-6	3	25
Cn1ccnc1SCC(=O)Nc1cc(S(=O)(=O)N2CCOCC2)ccc1Cl	6	-3	-10	i	21	-6	0	-9	-1	30
O=C(Nc1nc2c(cc3c4c(cccc42)CC3)s1)c1ccccc1Cl	-10	6	12	i	25	15	-2	0	4	21
COc1ccc(C(=O)Nc2ccnn2C2CCN(CCC(C)c3ccc(C)o3)CC2)cc1 (centres undefined)	2	-1	6	i	2	16	2	-4	1	13
O=C(O)c1cccc(NC(=S)NC(NC(=O)c2ccco2)C(Cl)(Cl)Cl)c1 (centres undefined)	2	3	-61*	i	-2	-69	-4	-4	2	17
COc1ccccc1C1C(C#N)=C(N)Oc2c1oc(CO)cc2=O (centres undefined)	0	13	-1	.	18	-6	-2	-4	2	5
COc1ccc(C(c2nnnn2CCc2ccccc2)N2CCN(C3CCCC3)CC2)cc1OC (centres undefined)	-8	4	-10	i	.	-24	0	1	-1	7
CC(=O)NC(CC(=O)NNC(=O)c1cccs1)c1ccccc1 (centres undefined)	0	1	-2	i	.	-8	-3	1	.	24
CC(=O)OCC1OC(c2ccccc2)C(OC(C)=O)C(OC(C)=O)C1OC(C)=O (centres undefined)	2	0	-3	i	-7	-4	1	-1	3	27
COc1cccc2cc(C(=O)Nc3ccc(S(=O)(=O)NCC4CCCO4)cc3)c(=O)oc12 (centres undefined)	2	4	-5	i	-2	4	-2	-5	-1	7
O=C(O)c1cccc(NC(=O)c2ccccc2NC(=O)c2cccc([N+](=O)[O-])c2)c1	1	6	0	i	-6	27	-2	.	2	18
Cc1ccc(S(=O)(=O)N(CC(=O)Nc2cccc([N+](=O)[O-])c2)C(=O)N2CCN(C)CC2)cc1	-1	.	1	i	0	12	.	4	.	26
COC(=O)c1ccc(C[n+]2ccccc2)cc1	4	-5	0	i	-1	30	-3	.	-4	1
O=C(c1sc2cc([N+](=O)[O-])ccc2c1Cl)N1CCCCC1	0	2	19	i	-2	30	-2	14	-2	21
CSc1nc2nccc(-c3ccc(Cl)cc3)n2n1	0	-1	-5	i	0	-7	0	-6	0	5
COC(=O)c1nn(-c2ccc(OC)cc2)ccc1=O	-3	1	2	i	-1	-8	-2	1	2	14
CCOc1c(Br)cc(C(=O)NCCCn2ccnc2)cc1OC	1	3	-3	i	-3	22	1	0	-2	16
Cc1ccc(S(=O)(=O)N2CCC(C(=O)N[C@@H](C)C(=O)Nc3ccc(F)cc3)CC2)cc1	1	-1	0	i	-17	-6	1	1	-2	.
COc1ccc(C2=NS(=O)(=O)N(C)C(C(=O)NC3CCCCC3)=C2)cc1	-1	-3	-6	i	5	7	-3	2	-2	16
COc1ccc(-c2c(-c3ccc(OCC(=O)NN)cc3O)n[nH]c2C)cc1	-1	1	10	i	-5	23	2	-4	2	-4
COc1ccc(-c2nnc(SCc3ccc(C(=O)O)cc3)o2)cc1OC	-2	0	-8	i	0	9	0	.	1	17
Cc1ccc(CSCC(=O)N/N=C/c2cccc(OC3CSC3)c2)cc1	-3	3	-3	i	-1	5	-2	2	0	20
Cc1ccsc1CNC1CCCCC1	2	-4	-1	i	0	0	-2	-3	3	-9
COc1ccc(OC)c(-n2c(-c3ccc(C)cc3)n[nH]c2=S)c1	0	13	0	i	2	2	0	0	2	27
O=S(=O)(c1ccc2ccccc2c1)N1CCNCC1	1	3	-2	i	0	10	0	-5	-2	16
CN(C)c1ccc(/C=N/NS(=O)(=O)c2ccc(Br)cc2)cc1	3	6	8	i	0	10	-4	19	-2	-92*
CCOC(=O)c1cnn2c(C(F)F)cc(C3CC3)nc12	3	3	-10	i	5	3	0	1	3	13
Cc1ccc(C(=O)Nc2ccc3ccccc3c2)cc1	2	-1	-35	.	19	-39	-1	11	69*	3
COc1ccc(NC(=O)Nc2c(C)n(-c3ccccc3)c(=O)n2C)cc1OC	1	2	5	i	-2	-7	4	-12	2	35
C[n+]1cccc(C2C(C#N)=C(N)Oc3c2ccc2ccccc32)c1 (centres undefined)	-8	0	2	i	1	3	30	12	18*	19
CC(C)(C)NC(=O)C(c1ccncc1)N(C(=O)C1CSC(=O)C1)c1ccccc1 (centres undefined)	6	0	-3	i	12	-9	8	-6	0	6
Cc1c(C(=O)NCc2ccc3c(c2)OCO3)cccc1[N+](=O)[O-]	2	-4	1	i	7	26	-1	-10	-3	7
O=C(NC1CCN(C(=O)N2c3ccccc3Sc3ccccc32)CC1)c1ccco1	-1	-1	0	i	-2	30	1	3	2	4
O=C(Cn1nnc2ccccc2c1=O)N[C@H](C(=O)O)c1ccccc1	2	-2	-3	i	3	-4	-3	12	-1	7
COc1ccc(CNC(=O)CN(c2ccc(C)cc2)S(=O)(=O)c2c(C)noc2C)cc1	-23	-3	7	i	3	-4	0	-4	0	.
Cc1cc(O)ccc1NC(=O)c1ccccc1	0	-2	-5	i	1	12	1	4	1	7
Cc1nn(Cc2c(F)c(F)c(F)c(F)c2F)c(C)c1NC(=O)c1nn(C)cc1Br	6	2	-1	i	7	-6	0	-3	2	14
COc1ccc(C=O)cc1Cn1ccnc1C	0	.	-77*	i	-6	-77	-1	-1	-4	27
CC(C)Sc1nc(N2CCOCC2)c2c(c1C#N)CC(C)(C)SC2	-3	-2	7	i	3	21	-5	7	4	15
Cc1nc(-c2nnc(-c3ccccc3)o2)c(C(F)(F)F)o1	0	0	1	i	0	33	-2	0	2	11
Cc1nc(N)sc1-c1csc(Nc2ccc(S(N)(=O)=O)cc2)n1	-3	6	-11	i	6	-5	7	3	60*	14
O=C(Nc1cccc(F)c1)Nc1ccc(Cl)cn1	2	0	11	i	3	-1	0	-2	-3	21
COc1ccc(N(C(=O)c2cccnc2)S(=O)(=O)c2ccccc2)cc1	-2	9	-10	i	-1	3	1	4	0	90
COc1cccc(OC)c1C(=O)NCCc1ccccc1	2	-4	-8	i	-2	8	-1	-1	.	9
COC(=O)c1ccc(C2/C(=C(\O)c3ccc(OC)c(C)c3)C(=O)C(=O)N2c2cc(C)on2)cc1 (centres undefined)	-2	6	12	i	-1	15	-3	-3	-3	42
CCOC(=O)C1=C(CSc2nccn2C)NC(=O)NC1c1ccc(OC)cc1 (centres undefined)	0	7	0	i	1	31	-1	0	0	19
CC(=O)c1cn(-c2ccc([N+](=O)[O-])cc2)c(=O)n(C)c1=O	-1	12	.	i	.	.	-4	-8	.	8
COc1ccc(-c2ccc(=O)n(CC(=O)Nc3nnc(C(C)C)s3)n2)cc1OC	-1	-2	-2	i	-1	-20	-3	-3	-1	8
Cc1ccc(C(=O)NCCNC(=O)c2ccc(F)cc2)cn1	2	-1	-3	i	-2	-6	-4	-2	-2	9
C=CCNC(=O)C(=O)NCC(c1ccc2c(c1)OCO2)N1CCN(c2ccc(F)cc2)CC1 (centres undefined)	3	?	2	i	-1	0	0	-4	-3	21
Cc1ccc(-n2nc3c(=O)n(C(C)C(=O)NCc4ccc(Cl)cc4)nc(C)c3c2C)cc1 (centres undefined)	1	-4	4	i	-1	4	0	1	0	26
O=S(=O)(Nc1nc2ccccc2s1)c1ccc(Cl)s1	-23	0	7	i	-4	24	-4	-2	-2	69

# The results go on.
molecule	GSK3beta inhib	HDAC3 inhib	HSF1 inh	PolyA inh	Platelet DG rel	HSF1 activator	GSK3A inh	DYRK1A inh	HSP90 refold inh	AI-2 QS modul
CCc1cc(CNC(=O)c2cccc(OC3CCN(S(C)(=O)=O)CC3)c2)on1	-1	0	24	i	6	13	-1	2	-2	15
COc1ccc(Br)cc1S(=O)(=O)N1CCOCC1	2	-1	-9	i	-3	-2	0	-5	-3	21
COc1ccc(CCNC(=O)CCC(=O)n2ncc3cc(C)ccc32)cc1OC	1	2	3	i	-4	-2	-2	1	0	36
Cc1ccc(S(C)=O)cc1-n1c(=O)n(Cc2ccccc2)c(=O)c2[nH]cnc21 (centres undefined)	9	-10	-4	i	2	10	0	-1	-4	5
COc1cc2[nH]c(=O)n(CCC(=O)N3CCc4ccccc4C3)c(=O)c2cc1OC	2	-9	-3	i	-1	20	1	-6	-2	30
CCCCn1c(N)c(N(CC(C)C)C(=O)CCNC(=O)c2ccc(Cl)cc2)c(=O)[nH]c1=O	1	-1	-2	.	6	8	0	14	.	2
CN(CC(=O)NCCc1ccc(S(N)(=O)=O)cc1)c1ccccc1	2	-2	6	.	1	11	-2	5	2	16
